UDG counter – Primary qHTS assay for inhibitors of Activation Induced Cytidine Deaminase (AID): UDG Counterscreen signal. FRET deamination/UDG coupled assay, UDG read, 4 h. Potency, µM (top dose mostly 115 µM), without a hit: top-dose activity change, negative = inhibition, most hits filed as inhibitors. hit rate 0.14% among 91,000. AID 1347430, 2020; further: nearly all actives have a fitted effect of over 65% in size
AID inh – Primary qHTS assay for inhibitors of Activation Induced Cytidine Deaminase (AID): AID signal. Single-stranded DNA cytosine deaminase (Homo sapiens), Q9GZX7. hit rate 0.32% among 91,000. Potency, µM (highest dose often 115 µM), inactives show at the top dose activity change, negative = inhibition, most hits filed as inhibitors. AID 1347428, 2020. AID deamination FRET fluorescence, UDG-coupled, 4 h; further: nearly all actives have a fitted effect of over 25% in size
Target sequence (Q9GZX7 whole entry, looked up): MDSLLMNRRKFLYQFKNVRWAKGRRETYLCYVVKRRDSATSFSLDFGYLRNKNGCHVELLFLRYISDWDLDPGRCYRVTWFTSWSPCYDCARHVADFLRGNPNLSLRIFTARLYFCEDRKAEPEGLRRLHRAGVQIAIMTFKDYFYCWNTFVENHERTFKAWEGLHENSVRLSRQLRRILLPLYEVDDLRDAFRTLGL
An asterisk follows results filed as active; ? = inconclusive; & = joins results of further samples; [ ] = another dose, or the depositor's remark. The call rests on the fitted dose curve; in most records, active means well fitted curve in the direction sought with a large enough effect; inconclusive means small, poorly fitted or top-dose-only effect, or another doubt; inactive means no such curve, though single readings can be large; an effect the other way counts as inactive or inconclusive. On the % scale 0 is the no-effect control and ±100 the full control effect; potency means the concentration at half of the fitted maximal effect.

[1] CCC12CN3CC(CC)(CN(C1)C3c1ccc(OCc3ccccc3)cc1)C2=O (configuration not stated)
[2] CCC1(C)CC(=O)c2c(ccc3oc(C(=O)NCc4ccccc4)c(C)c23)O1 (configuration not stated)
[3] COc1ccc(C)cc1NC(=O)CNC(=O)NOCc1ccccc1
[4] COc1ccc(NC(=O)c2cc(S(=O)(=O)N3CCOCC3)ccc2OC)cc1
[5] CCOc1ccc(CCNC(=O)c2c3c(nc4ccccc24)C(=O)N(C2CCCCC2)C3)cc1
[6] Cc1ccc(CCNC(=O)c2ccc(CS(=O)(=O)Cc3cccc(C)c3)o2)cc1
Assay by compound	1	2	3	4	5	6
AID inh	12%	?	1%	-24%	-13%	10%
UDG counter	-2%	-18%	-1%	-7%	7%	0%

[7] CN1CCN(C(c2ccccc2)c2sc3nc(-c4ccco4)nn3c2O)CC1 (configuration not stated)
[8] N#Cc1nc(-c2ccccc2)oc1NCCCN1CCOCC1
[9] Cc1ccc(-c2ccc(C(=O)O)s2)cc1
[10] Cc1c(Cl)cccc1NC(=O)C(C)n1c(=O)cc(-c2ccccc2)c2c(C)nn(C)c21 (configuration not stated)
[11] COCCN1C(=O)C(=O)/C(=C(/O)c2ccc(OC)c(C)c2)C1c1ccc(OC)c(OC)c1 (configuration not stated)
[12] COc1cccc(Cn2c(NCC(C)O)nc3c2c(=O)n(C)c(=O)n3C)c1 (configuration not stated)
Assay by compound	7	8	9	10	11	12
AID inh	25%	6%	12%	-2%	-3%	-3%
UDG counter	-5%	0%	9%	42%[activator]	0%	-6%

[13] COc1ccc(-c2onc(C)c2C)cc1S(=O)(=O)N(C)Cc1ccccc1
[14] O=C(CC(c1ccc(Cl)cc1)C1CCCC1=O)c1ccccc1 (configuration not stated)
[15] O=C(c1ccc(Cl)s1)N1CCN(c2cccc(C(F)(F)F)c2)CC1
[16] Cc1ccc(-n2nc3c(N4CCC(C(=O)NCCc5ccccc5C)CC4)nnc(C)c3c2C)cc1
[17] O=S(=O)(Nc1ccccc1C(F)(F)F)c1ccc(N2CCCCS2(=O)=O)cc1
[18] Cc1ccccc1CCNC(=O)c1cc2ccccn2n1
Assay by compound	13	14	15	16	17	18
AID inh	-10%	-16%	-9%	38%[activator]	-7%	-3%
UDG counter	-9%	-12%	-5%	15%	11%	-17%

Ordered by molecular weight (largest number first): some entries from above.
[16] Cc1ccc(-n2nc3c(N4CCC(C(=O)NCCc5ccccc5C)CC4)nnc(C)c3c2C)cc1
[5] CCOc1ccc(CCNC(=O)c2c3c(nc4ccccc24)C(=O)N(C2CCCCC2)C3)cc1
[11] COCCN1C(=O)C(=O)/C(=C(/O)c2ccc(OC)c(C)c2)C1c1ccc(OC)c(OC)c1 (configuration not stated)
[10] Cc1c(Cl)cccc1NC(=O)C(C)n1c(=O)cc(-c2ccccc2)c2c(C)nn(C)c21 (configuration not stated)
[17] O=S(=O)(Nc1ccccc1C(F)(F)F)c1ccc(N2CCCCS2(=O)=O)cc1
[6] Cc1ccc(CCNC(=O)c2ccc(CS(=O)(=O)Cc3cccc(C)c3)o2)cc1
[7] CN1CCN(C(c2ccccc2)c2sc3nc(-c4ccco4)nn3c2O)CC1 (configuration not stated)
[1] CCC12CN3CC(CC)(CN(C1)C3c1ccc(OCc3ccccc3)cc1)C2=O (configuration not stated)
Assay by compound	16	5	11	10	17	6	7	1
AID inh	38%[activator]	-13%	-3%	-2%	-7%	10%	25%	12%
UDG counter	15%	7%	0%	42%[activator]	11%	0%	-5%	-2%

[13] COc1ccc(-c2onc(C)c2C)cc1S(=O)(=O)N(C)Cc1ccccc1
[2] CCC1(C)CC(=O)c2c(ccc3oc(C(=O)NCc4ccccc4)c(C)c23)O1 (configuration not stated)
[15] O=C(c1ccc(Cl)s1)N1CCN(c2cccc(C(F)(F)F)c2)CC1
[12] COc1cccc(Cn2c(NCC(C)O)nc3c2c(=O)n(C)c(=O)n3C)c1 (configuration not stated)
Assay by compound	13	2	15	12
AID inh	-10%	?	-9%	-3%
UDG counter	-9%	-18%	-5%	-6%

The listing continues.
[19] Cc1ccc(-c2nc3c(c(SCC(=O)N(C)c4ccccc4)n2)Cc2c(CO)cnc(C)c2O3)cc1
[20] O=C(CSc1ncnc2ccccc12)N(C1CCCCC1)C1CCS(=O)(=O)C1 (configuration not stated)
[21] CCCCCn1c(NCc2ccc(OC)cc2)nc2ccccc21
[22] COc1ccc(-c2cc(C(F)(F)F)nc(SCC(=O)NCCc3ccccc3)n2)cc1
[23] O=C(COc1ccc(C(=O)c2ccccc2)cc1)OCCOc1cccc(Cl)c1
[24] CSc1ccc(/C=[N+](\[O-])C2N(C)C(=S)SC2(C)C)cc1 (configuration not stated)
Assay by compound	19	20	21	22	23	24
AID inh	?	-6%	-16%[57.5 µM]	-13%	5%	-1%
UDG counter	3%	-2%	-12%[57.5 µM]	-20%	-1%	2%

[25] CCc1ccc(CNC(=O)Cn2nc(C)c3c(C)n(-c4ccc(C)cc4)nc3c2=O)cc1
[26] Oc1ccc(Cl)cc1C=NCc1ccc(Cl)cc1
[27] CCCCCCCNC(=O)CCC(=O)NCCCOC(C)C
[28] O=C(Cc1ccsc1)Nc1cccc(N2CCCCC2=O)c1
[29] Clc1ccc(OCc2nc(-c3ccc(-n4cccc4)cc3)no2)cc1
[30] CC(=O)Nc1c(C(=O)Nc2cccc(C)c2)nnn1-c1ccc(C)cc1
Assay by compound	25	26	27	28	29	30
AID inh	-8%	-10%	2%	7%	2%[57.5 µM]	-7%
UDG counter	-9%	8%	2%	2%	-14%[57.5 µM]	-3%

[31] CN(C)c1ccc(NC(=O)CSc2nc(-c3ccco3)cc(C(F)(F)F)n2)cc1
[32] CCOC(=O)Cn1c(=O)c2c3c(sc2n(Cc2ccc(F)cc2)c1=O)CCCC3
[33] Cc1cccc(NC(=O)c2cc(S(=O)(=O)N3CCC4(CC3)OCCO4)ccc2F)c1
[34] CCCOc1ccc(C2C(=O)N(C3CCC(C)CC3)CC(=O)N2CCc2ccccc2)cc1OC (configuration not stated)
[35] C=CCNC(=S)NNC(=O)c1ccc(CSc2nc(C)cc(C)n2)cc1
[36] CC(C)Cc1ccc(S(=O)(=O)Nc2ccc3[nH]c(=O)[nH]c3c2)cc1
Assay by compound	31	32	33	34	35	36
AID inh	14%	-17%	12%	12%	0%	21%
UDG counter	-7%	-14%	8%	5%[57.5 µM]	-1%	0%

[37] COc1cccc(CNC(=O)Nc2cn(CC(C)C)c(=O)c3ccccc23)c1
[38] CCOC(=O)c1cc(NCc2c(Cl)cccc2Cl)ccc1N1CCOCC1
[39] CCc1ccc(NC(=O)CC2C(=O)OCCN2CC)cc1 (configuration not stated)
[40] COc1cc(OC)c(NC(=O)Nc2nnc(N(C)C3CCCCC3)s2)cc1Cl
[41] O=S(=O)(NCc1ccc(Cn2cncn2)cc1)c1ccccc1F
[42] C=Cc1ccc(CN2C(=O)c3ccccc3Sc3ccc(C(=O)OCc4ccco4)cc32)cc1
Assay by compound	37	38	39	40	41	42
AID inh	40%[activator]	-10%	14%	-2%&-11%	5%	-7%
UDG counter	-8%	-6%	8%	-5%&0%	6%	-9%

[43] CC(=O)/C=C(\N)C(Cl)(Cl)Cl
[44] COC(=O)c1c(N)c(-c2nc3ccccc3s2)nn1-c1ccc(Cl)cc1
[45] CCc1ccccc1-n1cnc2cc(C(=O)NC3CCCCCC3)ccc21
[46] CCc1ccc(OCC(=O)N(CC#N)C2CC2)cc1
[47] Cc1cc(C)c(OCC(=O)N(Cc2ccco2)Cc2ccco2)c(C)c1
[48] CCC(C)(CC(=O)O)CC(=O)O
Assay by compound	43	44	45	46	47	48
AID inh	0%	8%	?	4%	45µM*	-1%
UDG counter	-2%	42%[activator]	-17%	11%	-1%[57.5 µM]	1%

[49] CC1CCCCN1S(=O)(=O)c1cc2c3c(c1)CC(=O)N3CCC2 (configuration not stated)
[50] COc1ccc2c(c1)C(NC(C)=O)C(=O)N2CCOc1ccccc1 (configuration not stated)
[51] Cc1cc(C)c2c(CN3CCN(c4ccccn4)CC3)cc(=O)oc2c1
[52] CCc1ccccc1NC(=O)CN1C(=O)c2cccnc2Oc2ccc(Cl)cc21
[53] COc1cccc(NC(=O)CCNS(=O)(=O)c2ccc3c(c2)CCCC(=O)N3)c1
[54] COc1cccc(Oc2ccc(CNc3ncccn3)cn2)c1
Assay by compound	49	50	51	52	53	54
AID inh	?	-10%	-20%	18%	12%	-2%
UDG counter	89µM*	-13%	5%	29%	6%	2%

[55] CC(C)(C)c1ccc(/C=N/O)cc1
[56] O/N=C/c1cccc(Oc2ccccc2)c1
[57] O=C(COc1ccc(Cl)cc1)NCC(c1ccco1)S(=O)(=O)c1ccc(F)cc1 (configuration not stated)
[58] COC(=O)Nc1ccc(CNC(=O)c2ccccc2C(=O)c2ccccc2)cc1
[59] CCn1nc(-c2ccccc2)c(-c2ccccc2)c(C(=O)Nc2nc(C)c(C(=O)N(C)C)s2)c1=O
[60] COc1ccc(-c2cc(C(F)(F)F)nc(S(=O)(=O)CCC(=O)NCc3ccccc3)n2)cc1
Assay by compound	55	56	57	58	59	60
AID inh	-4%	-4%	-19%	-4%	4%	-7%
UDG counter	-6%	1%	8%	-2%	6%[57.5 µM]	-5%

[61] COc1cc(NC(=O)CC2C(=O)N(c3ccccc3)C(=O)N2Cc2ccc(F)cc2)cc(OC)c1 (configuration not stated)
[62] Nc1nc2c(s1)C(c1cccc(OCc3cccc(F)c3)c1)CC(=O)N2 (configuration not stated)
[63] COc1ccc(CCn2c(=O)[nH]c3cc(C(=O)N4CCN(c5ccccc5)CC4)ccc3c2=O)cc1OC
[64] COc1cc(NC(=O)c2cc(C)nc3c2c(C)nn3-c2ccccc2Cl)cc(OC)c1
[65] Cc1ccc2c(=O)cc(C(=O)Nc3cccc(Cl)c3C)oc2c1C
[66] Cc1cc(N2CCN(C)CC2)nc2ccc(NC(=O)Nc3ccccc3)cc12
Assay by compound	61	62	63	64	65	66
AID inh	5%	?	-8%	11%	0%	-20%
UDG counter	5%	-13%	7%	8%	-1%	?

[67] Cc1ccc2ncc3c(-c4ccc(F)cc4)nn(-c4cccc(F)c4)c3c2c1
[68] CCCNc1c(NS(=O)(=O)c2ccc(OC)c(OC)c2)c(=O)oc2ccccc12
[69] Cc1ccc2nc(CSc3nnc(N4CCOCC4)n3-c3cccc(F)c3)cn2c1
[70] N#Cc1ccc(CN2C(=O)c3ccccc3Sc3ccc(C(=O)OCc4ccco4)cc32)cc1
[71] c1cc(CN2CCCCC2)cc(OCCCNc2nc3ccccc3s2)c1
[72] Cc1cccc(C(=O)Nc2ccc3oc(=O)ccc3c2)c1
Assay by compound	67	68	69	70	71	72
AID inh	4%	-8%	8%	9%	?	-9%
UDG counter	29%	-5%	-3%	2%	-12%	47%[activator]

[73] Cc1ccccc1-c1noc(COc2ccc3c(C)cc(=O)oc3c2)n1
[74] CCN(CC(C)C#N)C(=O)C1CCN(C(=O)c2ccc(Cl)cc2)CC1 (configuration not stated)
[75] CCOC(=O)c1ccc(NC(=O)C2=C(C)Nc3nc(SCc4ccc(Cl)cc4)nn3C2c2ccc(C)cc2)cc1 (configuration not stated)
[76] COc1ccc(-c2noc(-c3ccc(NC4CCCC4)c([N+](=O)[O-])c3)n2)cc1OC
[77] Cc1cccc2c(=O)cc(CSc3ccccc3NC(=O)c3cccc(Cl)c3)[nH]c12
[78] COc1ccc(-c2noc(-c3ccc(N4CCN(c5ccccc5)CC4)c([N+](=O)[O-])c3)n2)cc1OC
Assay by compound	73	74	75	76	77	78
AID inh	8%	3%	-11%	12%	-26%	11%
UDG counter	12%	-2%	-2%	-10%	-8%[57.5 µM]	-4%

[79] Cn1cnc(S(=O)(=O)N2CCC(C(=O)Nc3ccc(C#N)cc3)CC2)c1
[80] O=C(NCC(c1ccco1)S(=O)(=O)c1cccs1)c1ccc(C(F)(F)F)cc1 (configuration not stated)
[81] O=C(Cn1ncc2c3ccccc3n(Cc3ccccc3)c2c1=O)NCc1ccccn1
[82] CCOc1ccc(-c2nnc(SCC(=O)Nc3ccc(C)cc3Cl)o2)cc1
[83] O=C(CCCCC(=O)OCC(=O)c1ccc(Br)cc1)OCC(=O)c1ccc(Br)cc1
[84] CCN1CCN(c2ncnc3c2cnn3-c2cccc(C)c2)CC1
Assay by compound	79	80	81	82	83	84
AID inh	7%	-12%	3%	-8%	19%	-3%
UDG counter	0%	6%	-18%[57.5 µM]	22%	0%	-10%

Two of these compounds, reformatted.
item	Molecule	AID inh	UDG counter
6	Cc1ccc(CCNC(=O)c2ccc(CS(=O)(=O)Cc3cccc(C)c3)o2)cc1	10%	0%
2	CCC1(C)CC(=O)c2c(ccc3oc(C(=O)NCc4ccccc4)c(C)c23)O1 (configuration not stated)	?	-18%

The results go on:
[85] COc1ccc(S(=O)(=O)NCCS(=O)(=O)N2CCN(c3ccccc3)CC2)cc1C
[86] COc1ccc(NC(=O)C2Cc3ccccc3N2C(=O)c2ccccc2)c(OC)c1 (configuration not stated)
[87] c1ccc(-c2c(-c3ccccc3)n(-c3ccccc3)c3ccccc23)cc1
[88] Cn1c(=O)c2c(-c3ccc(Cl)cc3)n(CCc3ccccc3)cc2n(C)c1=O
[89] CCC(CC)C(NC(=O)Cc1ccccc1F)c1cccs1 (configuration not stated)
Assay by compound	85	86	87	88	89
AID inh	-2%	32%[activator]	3%	?	-8%
UDG counter	-4%	47%[activator]	-1%	-18%	-4%

This is a subset. The share of hits here may be higher or lower than overall.
